From PubChem BioAssay
AID inh = Primary qHTS assay for inhibitors of Activation Induced Cytidine Deaminase (AID): AID signal; AID deamination FRET fluorescence, UDG-coupled, 4 h; 91,000 tested, 0.32% active; Potency, µM (series often up to 115 µM), inactives show top-dose activity change, negative = inhibition, hits mostly inhibitors; AID 1347428, 2020; Single-stranded DNA cytosine deaminase (Homo sapiens), Q9GZX7; note: nearly all actives have a fitted effect of over 25% in size
Target sequence (Q9GZX7 whole entry, looked up): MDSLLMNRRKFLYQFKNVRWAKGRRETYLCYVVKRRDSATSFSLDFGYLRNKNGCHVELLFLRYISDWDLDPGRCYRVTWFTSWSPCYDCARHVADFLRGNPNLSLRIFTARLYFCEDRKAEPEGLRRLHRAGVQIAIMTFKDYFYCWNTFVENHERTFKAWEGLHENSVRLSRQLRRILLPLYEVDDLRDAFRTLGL
UDG counterscr = Primary qHTS assay for inhibitors of Activation Induced Cytidine Deaminase (AID): UDG Counterscreen signal; FRET deamination/UDG coupled assay, UDG read, 4 h; Potency, µM (highest dose often 115 µM), for the others: at the highest dose activity change, negative = inhibition, most hits filed as inhibitors; 91,000 tested, 0.14% active; note: nearly all actives have a fitted effect of over 65% in size
Starred values were filed as active, the others as inactive; ? = inconclusive; & = joins results of further samples; [ ] = remark or other dose. Calls come from the whole dose curve; as a rule, active = well fitted curve in the direction sought with a large enough effect; inconclusive = small, poorly fitted or top-dose-only effect, or another doubt; inactive = no such curve, though single readings can be large; an effect the other way counts as inactive or inconclusive. % is set by controls: 0 for no effect and ±100 for the full control effect; potency is the fitted concentration of half-maximal effect. A portion of the library; count on the stated rates, not on these rows.

Second line of a record: UDG counterscr	AID inh
- Cc1ccc2c(c1)c1c(c(=O)n(-c3cccc(Cl)c3)c(=O)n1CC(=O)Nc1c(C)cccc1C)n2C
  0%	39%[activator]
- CC(C)NC(=O)NC(=O)CSc1nc2ccccc2c(=O)n1C1CC1
  -1%	-8%
- CCc1cccc2c(-c3ccc(F)cc3)nc(SCC(=O)Nc3ccccc3)nc12
  1%	4%
- COc1ccccc1/C=C/C=C1\Oc2cc(OS(=O)(=O)c3ccccc3)ccc2C1=O
  -10%	-5%
- COC(=O)c1c(-c2cccs2)csc1NC(=O)c1cccc(Cl)c1
  -6%	48%[activator]
- CCCOC(=O)c1ccc(NC(=O)Cn2nnc3sc4c(c3c2=O)CCC(C(C)(C)C)C4)cc1 (configuration not stated)
  0%	-5%
- Cc1c(NC(=O)c2nc3ccccc3n(C)c2=O)cccc1[N+](=O)[O-]
  -5%	17%
- NC(N)=NN=C1CCC(c2ccccc2)CC1 (configuration not stated)
  2%	-2%
- CCOCCCNC(=O)CN1C(=O)COc2ccc(S(=O)(=O)N3CCCCCC3)cc21
  -5%	7%
- N#Cc1ccc(Cc2cnc(NC(=O)c3ccccc3)s2)c(C(F)(F)F)c1
  -6%	-4%
- Cc1ccc(NC(=O)N2CCC(n3c(C)nc4cccnc43)CC2)c(Cl)c1
  28%	-2%
- C=CCN(Cc1cccs1)C(=O)COC
  -12%	-7%
- CC1CCN(c2ccc(-c3nc(C(C)C)no3)cc2[N+](=O)[O-])CC1
  -5%	-20%
- COc1ccc(CCC(=O)N2CCc3c([nH]c4ccccc34)C2c2ccc(F)cc2)cc1 (configuration not stated)
  -1%[57.5 µM]	-12%
- Cc1ccc(-n2c(=O)c3sccc3n(Cc3cc(=O)n4ccccc4n3)c2=O)cc1
  0%	-7%
- N#Cc1nc(-c2ccccc2F)oc1N1CCCCCC1
  -6%	-13%
- CCn1cc(S(=O)(=O)N2CCN(c3ccc(C(C)=O)cc3)CC2)cn1
  3%	1%
- Cc1cc(C)n(-c2nc3c(c(=O)n(CCc4ccccc4)c(=O)n3C)n2CCC(C)C)n1
  -12%	-22%
- CCOc1ccccc1NC(=O)c1c(NC(=O)C(C)Oc2cccc(Cl)c2)sc2c1CCCCC2 (configuration not stated)
  -9%	-22%
- COc1cc2c(=O)n(CCC(=O)NCC3CCCO3)c(=O)n(CC(=O)Nc3ccccc3C)c2cc1OC (configuration not stated)
  2%	-3%
- COc1ccc(-c2noc(CSc3nnc(-c4ccncc4)n3-c3ccc(C)cc3)n2)cc1OC
  ?	?
- COc1ccc(-c2nc3sc(CCNC(=O)C(=O)Nc4c(C)cccc4C)c(C)n3n2)cc1
  -10%	-3%
- CC(C)NC(=O)c1cn(-c2ccccc2)nc1-c1cccnc1
  4%	7%
- O=C(CN1C(=O)COc2ccc(S(=O)(=O)N3CCOCC3)cc21)N1CCN(c2cccc(Cl)c2)CC1
  7%	0%
- CCCN1CCN(CCCNC(=O)c2ccc3nc(Cc4ccccc4)oc3c2)CC1
  5%	28%
- COc1cccc(C(=O)Nc2nc(-c3nnn(-c4cc(C)ccc4C)c3C)ns2)c1
  -19%	32%[activator]
- COc1ccc(CCn2c(=O)c3cccnc3n(CC(=O)Nc3c(C)cc(C)cc3C)c2=O)cc1OC
  64%[activator]	26%
- Cc1c(CC(=O)NCc2ccccc2Cl)c(=O)oc2cc(O)ccc12
  0%	9%
- CC(C)NC(=O)C1CCCN(c2ncnc3c2nc2n3CCCCC2)C1 (configuration not stated)
  -6%[57.5 µM]	40%[activator][57.5 µM]
- COc1ccc(C(=O)Cc2ccccc2OC(=O)c2ccccc2)cc1
  -9%	-8%
- O=C(O)c1ccc(N2CCOCC2)nc1
  1%	6%
- CCCCCOC(=O)CSc1nc2sc3c(c2c(=O)n1-c1ccccc1)CC(C)(CC)OC3 (configuration not stated)
  5%	-2%
- CCOC(=O)c1oc2cc(OC(=O)c3cccc(OC)c3)ccc2c(=O)c1-c1ccc(OC)cc1
  -5%	-2%
- CC(C)c1ccc(C2=NN(c3ccccc3)C(=O)CC2)cc1
  -2%	-6%
- O=C(OCc1cc(=O)n2nc(C3CC3)sc2n1)c1ccc(NC(=O)c2ccccc2F)cc1
  -7%&-4%	-6%&13%
- COc1ccc(CCNC(=O)Cn2nc(C)n3c(cc4occc43)c2=O)cc1OC
  0%	21%
- COc1ccccc1NC(=O)Cn1nnc(C(=O)Nc2ccccc2Br)c1N
  -6%	2%
- Cc1ccc(C)c(N2CCN(C(=O)CS(=O)(=O)c3cccc4nsnc34)CC2)c1
  -21%	-18%
- Cn1nnnc1SCCNCc1cc(Br)ccc1OCc1ccccc1Cl
  -21%	?
- O=C(NC1CCCC1)c1sc2ccccc2c1Cl
  2%	6%
- O=C1CCCC2=C1C(c1ccccc1)CC(=O)N2c1ccccc1F (configuration not stated)
  5%	-2%
- Cc1cc(C)c(S(=O)(=O)N2CCN(Cc3coc(-c4cccs4)n3)CC2)c(C)c1
  -6%	-24%
- CC(C)NC(=O)C(C#N)C(=O)c1cccc(NC(=O)NC2CC2)c1 (configuration not stated)
  11%	8%
- COc1ccc2c(c1)c1c(c(=O)n(-c3ccc(C)cc3)c(=O)n1CC(=O)Nc1cc(C)ccc1C)n2C
  -5%	-1%
- CCCN(CCC)CCCNC(=O)c1cn(CC)c2ccc(S(=O)(=O)N3CCc4ccccc4C3)cc2c1=O
  -26%	?
- CCOc1cccc(NC(=O)C2CC(=O)N(C)C(=Nc3cccc(OC)c3)S2)c1 (configuration not stated)
  13%	11%
- O=c1[nH]ccc2c(O)cccc12
  -9%	6%
- CCCCn1c(=N)c(S(=O)(=O)c2ccccc2)cc2c(=O)n3cccc(C)c3nc21
  7%	1%
- Cc1cn2c(=O)cc(COC(=O)c3cccc(NC(=O)c4ccccc4Cl)c3)nc2s1
  -5%	5%
- COc1ccc(OC)c(NC(=O)CSc2ncc3c(n2)-c2ccccc2N(C)S3(=O)=O)c1
  ?	3%
- O=C(NCc1ccc(Cl)cc1)c1cc2ccccc2oc1=O
  -4%	5%
- Cn1cc(S(=O)(=O)c2ccccc2)c(=O)c2cc(F)c(N3CCOCC3)cc21
  6%	1%
- COC(=O)c1cnn(-c2ccc(C(=O)Nc3ccc(C(C)=O)cc3)cc2)c1N
  5%	5%
- CC(C)(C)C1CCC(C(=O)N/N=C/c2ccc(Cl)s2)CC1 (configuration not stated)
  1%	1%
- O=C(c1cccc([N+](=O)[O-])c1)N1c2ncnn2C2(CCCCC2)[C@@H]2CCCC[C@@H]21
  -4%	-28%
- CN(CC(=O)NCc1ccco1)C(=O)CSc1nc2ccccc2o1
  3%	-4%
- CC(=O)Nc1ccc(-c2csc(NC(C)(C)C)n2)c(F)c1
  -4%	-3%
- CCOc1ccccc1NC(=O)Cc1c(C)[nH]n(-c2nc(-c3ccccc3)cs2)c1=O
  -5%	-7%
- O=C(COC(=O)c1ccc(-c2ccccc2)cc1C(=O)OCC(=O)c1ccccc1)c1ccccc1
  -8%	27%
- COc1ccc(NCc2cc3cc4c(cc3n(CC(=O)Nc3cc(C)cc(C)c3)c2=O)OCO4)cc1
  -1%	11%

More results.
Second line of a record: UDG counterscr	AID inh
- COc1ccc(CCNc2ncnc3c2c(-c2ccccc2)cn3-c2ccc(Cl)cc2)cc1OC
  -10%[57.5 µM]	?
- CCOc1ccc(CNCCSc2nnnn2C)cc1OC
  -8%	5%
- COc1cc(-c2ccc(C)cc2)nc2ccc(C(=O)NCC(C)O)cc12 (configuration not stated)
  -8%	-7%
- Cc1ccc(-c2cn3c4c(=O)n(C)c(=O)n(C)c4nc3n2-c2cccc(Cl)c2)cc1
  1%	12%
- Cc1cc(C)c(NC(=O)CSc2nc3c([nH]c4ccccc43)c(=O)n2C)c(C)c1
  -1%[57.5 µM]	-1%
- CCN1CCN(c2ccc(NC(=O)c3ccccc3F)cc2Cl)CC1
  -1%	-5%
- Cc1ccc(C(=O)Nc2ncn(CC(=O)NCc3ccc(F)cc3)n2)cc1
  0%	3%
- COC(=O)/C=C(/SCc1ccccc1)c1ccccc1
  2%	-5%
- COc1ccc(C)cc1NC(=O)N1CCN(S(=O)(=O)c2ccc3c(ccn3C)c2)CC1
  -6%	-22%
- CCCCOc1c(Cl)cc(C(=O)N(Cc2ccc(C)o2)C2CCS(=O)(=O)C2)cc1Cl (configuration not stated)
  89µM*	?
- COc1ccc(Cn2c(SCc3ccc(C(=O)NCc4ccccc4F)cc3)nc3cccnc32)cc1
  11%	?
- Cc1ccc(SC(C)C(=O)Nc2ccc(OCc3ccccc3)cc2)cc1 (configuration not stated)
  7%	-1%
- Cc1ccc2c(=O)cc(C(=O)NCC(c3ccco3)N3CCCC3)oc2c1C (configuration not stated)
  6%	0%
- CCN(Cc1ccccc1)C(=O)Cn1c(=O)oc2cc(S(=O)(=O)N3CCCCCC3)ccc21
  -10%	-6%
- NC(=O)c1ccc(O)cc1
  6%	4%
- COc1cccc(C(CNC(=O)C2CCN(S(=O)(=O)c3ccc(C)c(C)c3)CC2)N(C)C)c1 (configuration not stated)
  2%	-6%
- COc1ccc(S(=O)(=O)Oc2ccc3oc(=O)c(-c4ccccc4)c(C)c3c2)cc1
  0%	0%
- CCc1cccc(NC(=O)CN2CCCN(Cc3cccc(C)c3)S2(=O)=O)c1
  14%	-12%
- COc1ccc(CCNC(=O)c2cc3c(=O)n4ccccc4nc3n2C)cc1
  7%	7%
- CCn1nc(C(=O)OCc2ccc(C(=O)OC)cc2)c2ccccc2c1=O
  12%	-5%

Arranged by length of the SMILES (falling): 14 of the compounds above
Second line of a record: UDG counterscr	AID inh
- COc1cccc(C(CNC(=O)C2CCN(S(=O)(=O)c3ccc(C)c(C)c3)CC2)N(C)C)c1 (configuration not stated)
  2%	-6%
- Cc1ccc(-c2cn3c4c(=O)n(C)c(=O)n(C)c4nc3n2-c2cccc(Cl)c2)cc1
  1%	12%
- COc1ccc(Cn2c(SCc3ccc(C(=O)NCc4ccccc4F)cc3)nc3cccnc32)cc1
  11%	?
- CCCCOc1c(Cl)cc(C(=O)N(Cc2ccc(C)o2)C2CCS(=O)(=O)C2)cc1Cl (configuration not stated)
  89µM*	?
- Cc1cc(C)c(NC(=O)CSc2nc3c([nH]c4ccccc43)c(=O)n2C)c(C)c1
  -1%[57.5 µM]	-1%
- CCc1cccc(NC(=O)CN2CCCN(Cc3cccc(C)c3)S2(=O)=O)c1
  14%	-12%
- Cc1ccc2c(=O)cc(C(=O)NCC(c3ccco3)N3CCCC3)oc2c1C (configuration not stated)
  6%	0%
- Cc1ccc(C(=O)Nc2ncn(CC(=O)NCc3ccc(F)cc3)n2)cc1
  0%	3%
- COc1cc(-c2ccc(C)cc2)nc2ccc(C(=O)NCC(C)O)cc12 (configuration not stated)
  -8%	-7%
- Cc1ccc(SC(C)C(=O)Nc2ccc(OCc3ccccc3)cc2)cc1 (configuration not stated)
  7%	-1%
- CCN1CCN(c2ccc(NC(=O)c3ccccc3F)cc2Cl)CC1
  -1%	-5%
- COC(=O)/C=C(/SCc1ccccc1)c1ccccc1
  2%	-5%
- CCOc1ccc(CNCCSc2nnnn2C)cc1OC
  -8%	5%
- NC(=O)c1ccc(O)cc1
  6%	4%

Additional entries.
Second line of a record: UDG counterscr	AID inh
- CCc1ccc(-n2nc(CO)c(C(=O)NCc3cccs3)n2)cc1
  -6%[57.5 µM]	-5%
- Cn1c(=O)c2sccc2n2c(CCC(=O)N3CCN(c4ccccc4)CC3)nnc12
  -13%	7%
- COc1cc(CC(=O)OCc2ccccc2F)cc(OC)c1OC
  4%	7%
- CSc1ncc(Cl)c(C(=O)Nc2c(C(=O)c3ccc(C)c(F)c3)oc3ccccc23)n1
  -11%	12%
- CCc1c(C)sc(NC(=O)c2cccnc2)c1C#N
  7%	8%
- Cc1ccc(S(=O)(=O)N(CC(=O)Nc2ccc(F)cc2F)Cc2ccc(F)cc2)cc1
  -3%	4%
- Cc1cc(C)c(NC(=O)CNS(=O)(=O)c2cccc3cc(C)cnc23)c(C)c1
  0%	-7%
- CCOc1ccc(NC(=O)Cn2cnc3c(oc4ccccc43)c2=O)cc1
  4%	3%
- CC1CCCCC1NC(=O)c1ccc(-c2ccccc2)cc1 (configuration not stated)
  0%	7%
- Cc1cc(C)c(Nc2nc3ccccc3n3c(C)nnc23)c(C)c1
  7%	34%[activator]
- COc1ccc(-n2c(=O)[nH]c3cc(C(=O)NCCc4ccc(Cl)cc4)ccc3c2=O)cc1OC
  -5%	-2%
- C#CCN1CCN(CCOc2ccccc2)CC1
  9%	0%
- CCN1CCN(c2nc3c(c(=O)n(C)c(=O)n3C)n2Cc2ccc(Br)cc2)CC1
  11%	3%
- CCc1ccc(-n2nc(C)c3c(C)cc(=O)n(CC(=O)Nc4ccc(F)cc4C)c32)cc1
  65%[activator]	2%
- CCCCOc1ccccc1NC(=O)CC1Sc2ccccc2NC1=O (configuration not stated)
  0%	-5%
- O=c1oc2c3c(ccc2c2ccccc12)OCN(Cc1ccc(Cl)cc1)C3
  26%	2%
- CCN1CCN(CCCNC(=O)c2cc3c(=O)n(C)c4ccccc4c3s2)CC1
  -4%	2%
- CSc1nnc2c(n1)OC(C)N(C(C)=O)c1ccccc1-2 (configuration not stated)
  -1%	4%
